# Screening data deposited in PubChem BioAssay by several laboratories.
# NPY-Y2 antag: antagonists of human neuropeptide Y receptor Y2 | P49146 | NPY-Y2 expressing cells, antagonist mode | inhibition, % at 2.7 µM | hit rate 0.99% among 140,000; in the data active means inhibition above about 17%;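 further: 0% = vehicle with agonist challenge and 100% = reference antagonist with challenge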
# Target sequence (P49146 whole entry, looked up): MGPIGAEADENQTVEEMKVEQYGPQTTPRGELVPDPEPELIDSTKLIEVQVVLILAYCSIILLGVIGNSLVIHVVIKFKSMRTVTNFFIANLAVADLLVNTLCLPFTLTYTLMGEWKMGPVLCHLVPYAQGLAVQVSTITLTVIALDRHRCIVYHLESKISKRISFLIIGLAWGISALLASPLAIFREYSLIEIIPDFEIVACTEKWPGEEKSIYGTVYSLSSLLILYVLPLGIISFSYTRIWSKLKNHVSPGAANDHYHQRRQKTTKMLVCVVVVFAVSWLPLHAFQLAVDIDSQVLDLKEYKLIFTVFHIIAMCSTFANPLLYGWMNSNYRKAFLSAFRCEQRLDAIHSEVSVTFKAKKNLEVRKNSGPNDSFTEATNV
# BB579 growth dn: chemicals that inhibit yeast BB579 growth in restrictive medium (lifespan-shortening candidates); S. cerevisiae BB579 growth, OD615, 48 h; inhibition, % at 10 µM; hit rate 0.51% among 140,000; AID 804;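 active means inhibition above a set limit, 3 SD over the mean compound inhibition, cut at about 44% in these data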; further: inactives centre near -24
#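 Test system: Saccharomyces cerevisiae DeaD strain BB579, replicative lifespan model yeast | Buffer or medium: Restrictive CSMM-D medium | Doses: One dose, 10 µM compound with 0.25% DMSO | Incubation: 48 h exposure, 30 °C | Detection: Culture absorbance at 615 nm | Control set: Amphotericin B at 10 µg/mL as positive control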
# E-sel TNF inh: blocks E-selectin expression induced by TNF alpha | HUVEC TNFa-induced E-selectin immunofluorescence, high content | inhibition, % at 2 µM | hit rate 0.71% among 120,000 | AID 1246;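 active means inhibition above the batch mean plus 3 SD, and confirmed as a hit on visual image review, cut at about 43% in these data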;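 further: 0% = TNF-stimulated DMSO wells and 100% = unstimulated control wells; not every result past the cut was called active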
# bCat KO growth: beta-catenin-lacking colon tumor cell growth suppression; viability, % at 10 µM; HCT116 beta-catenin knockout viability, CellTiter-Glo, 60 h; stronger effect = lower value; AID 818; hit rate 1.5% among 140,000;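 active means viability at or under a set limit, the compound median less 4 SD, cut at about 6% in these data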;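 further: 0% = Hyamine 1622 control at 20 µM and 100% = untreated cell control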
# Measles CPE: protection of cells from measles virus | protection (pct of control), % at 4 µM | Measles virus-infected cells, CPE protection, absorbance | hit rate 1.5% among 140,000; in the data active means protection mostly above about 24%, no sharp cut-off; inactive means mostly below about 26%; further: some compounds called inactive have numbers as strong as hits
# PTEN del growth: suppresses growth of cells with PTEN deletion | hit rate 1.2% among 140,000 | HCT116 PTEN-null viability, CellTiter-Glo, 60 h; stronger effect = lower value | AID 827 | viability, % at 10 µM;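 active means viability at or below a set limit, 4 SD under the median of all tested compounds, cut at about 3.7% in these data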;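 further: PTEN knockout HCT116 line with beta catenin targeted HCT116 as companion control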
# Phagocyt inh: inhibitors of macrophage phagocytosis | J774A.1 macrophage IgG-bead phagocytosis, imaging | inhibition, % at 5 µM | hit rate 0.07% among 110,000;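 active means inhibition above the mean of the plate negative controls plus 5 SD, cut at about 13% in these data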;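 further: phagocytic index as fraction of beads internalized from green versus red external bead signal; plate controls were DMSO negative control for no effect and cytochalasin-D positive control for full effect; some results beyond the cut were filed as inactive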
# MRP-1 activ: activators of MRP-1. AID 799. H69AR cells + doxorubicin, viability rescue, CellTiter-Glo. viability increase, % at 10 µM. hit rate 0.61% among 140,000;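 active means viability gain under doxorubicin at or above a set limit, the compound median plus 3 SD, cut at about 4.7% in these data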;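 further: MRP-1 overexpressing cells given doxorubicin 25 µM after compound pretreatment; 18-22 h compound pretreatment then 72 h with doxorubicin before readout; 0% = doxorubicin-only wells and 100% = vehicle-treated cells without doxorubicin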
# Yeast life ext: yeast lifespan extension. S. cerevisiae growth with nicotinamide, OD615; deaD strain in restrictive glucose medium. inhibition of the nicotinamide effect, % at 10 µM. hit rate 0.68% among 130,000. AID 775;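 active means inhibition above a set limit, placed 3 SD over the median of all compounds, cut at about 26% in these data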;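 further: 0% = nicotinamide-treated wells and 100% = cells grown without nicotinamide; some compounds called inactive have numbers as strong as hits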
#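 Buffer or medium: CSMM-D glucose medium, restrictive; test system: modified budding yeast, DeaD strain; compound: single dose 10 µM compound, 0.25% DMSO; schedule: culture preincubation 4 h, compound exposure 48 h, both 30 °C; detection: optical density (absorbance) at 615 nm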
# GALR2 blocker: GALR2 (human) receptor antagonism; O43603; GALR2-expressing cells, antagonist mode; inhibition, % at 4 µM; hit rate 0.39% among 140,000; in the data active means inhibition above about 27%;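 further: cells stimulated with galanin 1-16 at roughly its EC80; 0% = agonist challenge control and 100% = basal control without agonist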
# Target sequence (O43603 whole entry, looked up): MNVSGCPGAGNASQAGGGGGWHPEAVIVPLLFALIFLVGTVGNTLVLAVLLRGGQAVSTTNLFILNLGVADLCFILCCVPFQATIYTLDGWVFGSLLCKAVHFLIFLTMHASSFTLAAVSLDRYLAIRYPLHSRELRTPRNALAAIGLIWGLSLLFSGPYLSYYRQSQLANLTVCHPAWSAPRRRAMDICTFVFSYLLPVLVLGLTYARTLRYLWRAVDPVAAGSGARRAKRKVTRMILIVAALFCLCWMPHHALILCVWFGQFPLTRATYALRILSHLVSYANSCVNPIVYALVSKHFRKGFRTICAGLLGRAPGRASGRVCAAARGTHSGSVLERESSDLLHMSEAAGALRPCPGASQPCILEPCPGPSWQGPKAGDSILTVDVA
# Active calls of the source: *; / = no result given.
SMILES,NPY-Y2 antag,BB579 growth dn,E-sel TNF inh,bCat KO growth,Measles CPE,PTEN del growth,Phagocyt inh,MRP-1 activ,Yeast life ext,GALR2 blocker
O=C(/C=C/c1c(Cl)cccc1Cl)NCCc1ccccc1,4.6,-52.2,27.8,95.7,3.4,96.6,-4.5,0.8,3.0,3.4
Cc1ccsc1/C=C(\C(=O)c1ccc(OC(C)C)cc1)c1nc2ccccc2o1,8.0,-44.5,19.0,48.1,10.2,56.2,-1.2,-2.2,13.7,-6.8
COC(=O)C1=C(COc2ccc(C=O)cc2OC)NC(=O)NC1c1cc(C)ccc1C (configuration not stated),1.6,-29.5,1.0,89.8,17.1,83.8,-11.0,-2.7,1.6,3.5
CCc1c(O)nc(SCC(=O)NCc2ccco2)[nH]c1=O,-0.6,-33.4,-3.8,84.3,5.7,85.2,0.0,-0.7,9.3,-3.2
CCOc1ccc(Nc2oc(-c3ccccc3Cl)nc2C#N)cc1,0.0,-5.8,-16.0,51.4,18.7,78.6,-0.4,-1.9,-15.0,7.7
Cc1nnc(N/N=C/c2cccc(OCc3ccc(Cl)c(Cl)c3)c2)n1N,-0.8,-12.3,-7.8,46.3,10.8,46.8,-7.9,-2.2,6.2,2.5
CCOC(=O)c1c(N)sc2c(OCC)c(Br)ccc12,8.4,-26.1,9.1,67.4,19.5,53.1,/,-3.1,/,0.2
COc1ccc(CNC(=O)CN(Cc2ccc(Cl)cc2)S(C)(=O)=O)cc1,9.9,-3.4,2.5,82.6,24.2,91.3,-1.4,-2.8,1.8,-0.1
CN(C)S(=O)(=O)c1ccc(NC(=O)CN2CCN(C(c3ccccc3)c3ccccc3)CC2)cc1,0.2,-36.4,-14.7,71.8,11.7,84.0,1.2,-2.4,-21.0,1.9
COc1ccccc1-n1c(SCC(=O)NC(C)(C)C)nc(O)c(Cc2ccccc2)c1=O,-0.9,-15.1,-42.3,90.3,7.7,92.6,/,-1.6,-10.8,11.1
CCC(=O)NCC(=O)OCC(=O)c1ccccc1,5.1,-19.7,2.4,79.0,6.3,104.6,/,-0.3,/,-0.3
COc1ccc(-c2nc(C#N)c(N3CCc4ccccc4C3)o2)cc1OC,3.8,-24.9,4.3,37.6,2.5,40.8,/,-0.1,-8.4,3.7
CN(C)c1ccc(/C=N/NC(=S)NCc2ccccc2)cc1,3.6,-27.0,-33.4,40.4,2.2,42.6,/,-0.2,-13.1,-12.6
O=C(O)Cn1c(CC(=O)N2CCCC2)nc2ccccc21,2.3,-34.4,-20.0,95.8,9.7,97.4,-3.2,-0.2,-8.8,8.1
COc1ccc(CCNC(=O)C2CCCN(c3nn4c(=O)cc(C)nc4s3)C2)cc1OC (configuration not stated),4.6,-17.2,14.8,94.4,5.5,106.0,/,-1.2,-1.6,-0.2
CCS(=O)(=O)NCC(c1cccnc1)N1CCN(c2ccccc2F)CC1 (configuration not stated),6.2,-18.0,/,92.1,4.0,102.8,/,0.5,-0.5,-1.6
CN(C)c1ccc(CC(=O)c2nc3ccccc3s2)cc1,1.5,-25.9,2.0,78.9,13.6,87.0,/,1.5,0.3,-1.6
Cc1cc(-c2n[nH]c(=S)n2/N=C/c2cccc([N+](=O)[O-])c2)n[nH]1,1.7,-25.3,/,90.1,13.0,93.7,-5.4,-1.1,2.2,8.1
CCOC(=O)N1CCN(C(=O)c2ccccc2NC(=O)c2ccc(F)cc2)CC1,2.2,-9.2,/,102.7,4.2,92.0,-4.8,-2.5,5.0,-15.6
CCN1CCN(C(=S)NC(C)c2ccccc2)CC1 (configuration not stated),1.2,-37.6,/,97.2,31.0,91.7,-3.8,0.3,1.2,17.8
CCSc1nc(N2CCOCC2)c2c(c1C#N)CCCC2,6.4,-6.2,/,86.6,6.0,88.5,-0.6,-2.0,-15.5,-4.0
O=C(NCCN1CCOCC1)c1cc(-c2ccccc2)on1,-1.1,-15.7,-21.9,62.1,6.7,66.5,-0.9,-5.1,-16.5,1.9
O=C(Nc1ccc(Oc2ccccc2)cc1)c1ccc(Cn2c(=O)[nH]c3ccsc3c2=O)cc1,-2.5,-35.9,-17.5,87.3,4.5,70.3,/,-1.1,4.6,-3.1
Cc1ccc(C)c(NC(=O)C2CC3c4ccccc4C2c2ccccc23)c1 (configuration not stated),2.1,-15.3,-12.9,36.2,4.0,46.9,/,-0.3,-2.2,-4.7
Clc1ccc2scc(CN3CCCCC3)c2c1,13.6,-44.3,/,87.7,17.6,90.6,-2.0,0.2,10.1,9.4

# (list continues)
SMILES,NPY-Y2 antag,BB579 growth dn,E-sel TNF inh,bCat KO growth,Measles CPE,PTEN del growth,Phagocyt inh,MRP-1 activ,Yeast life ext,GALR2 blocker
CCOc1c(OC)ccc2c3c(c(=O)oc12)CCCC3,2.6,-44.8,/,0.5*,8.6,1.1*,-0.5,0.0,-11.0,-6.4
Cc1ccc(/C=C2\Sc3ccccc3C2=O)s1,-0.8,-28.9,3.7,81.7,11.1,75.0,/,-5.1,-5.0,4.1
CCc1ccc(-c2cc(C(=O)NCc3ccco3)c3ccccc3n2)s1,-0.2,-31.9,-34.3,66.1,14.2,64.9,-2.3,-1.9,-30.6,0.7
C/C=C(\C)CN1CCN(c2ccc(C)cc2)CC1,0.9,-30.1,20.1,92.8,19.7,91.9,0.1,-2.2,0.9,4.5
Cc1cc(N2CCCCC2)nc(SCC(=O)c2ccccc2)n1,5.1,-33.0,/,88.8,4.4,84.8,-1.7,-2.6,-17.2,-10.9
Cc1nonc1OCCNc1ccc([N+](=O)[O-])cc1[N+](=O)[O-],2.5,13.8,/,91.1,8.7,85.5,-9.8,-1.7,-3.6,-4.8
Cc1c(-c2cccc(Cl)c2)nc2ccccc2c1C(=O)OCC(=O)Nc1ccc2c(c1)OCO2,-1.5,-38.7,/,59.7,15.6,57.2,-1.8,-3.6,5.3,6.6
Cc1ccc(C)c2sc(NC(=O)c3nc4ccccc4s3)nc12,2.2,-22.4,-31.9,20.8,2.8,22.9,/,-4.9,-1.1,15.6
O=[N+]([O-])c1cc(C(F)(F)F)ccc1N1CCN(S(=O)(=O)c2ccc3ccccc3c2)CC1,0.1,-39.7,-11.4,21.5,4.5,24.2,/,2.1,-8.3,-2.5
CCOC(=O)C1C(=O)CC(C)(O)C(C(=O)OCC)C1c1ccccc1OC (configuration not stated),2.3,-25.8,-5.7,98.8,21.8,91.5,-2.1,-0.5,-2.7,6.1
COc1ccc2c(Cl)c(C(=O)NCC3CCCO3)sc2c1Cl (configuration not stated),5.9,-62.0,2.4,100.3,19.4,95.1,5.6,-1.0,-0.5,5.4
O=C1C(=O)N(CCN2CCOCC2)C(c2ccccn2)/C1=C(/O)c1ccc(Cl)cc1 (configuration not stated),0.4,7.9,/,92.1,3.8,91.3,/,-2.0,-0.7,6.2
Cc1nc2sccn2c1-c1csc(NCc2ccccc2)n1,4.6,-44.2,2.0,37.3,5.2,39.3,/,-3.0,-5.0,27.2*
CC(=O)N/C(=C/c1ccc(Cl)cc1)C(=O)NCCc1c[nH]c2ccccc12,0.7,-21.2,-4.8,97.3,3.4,86.9,-4.3,-1.1,-11.6,-2.4
C#CCOCCOCCOCCNc1nc(N2CCOCC2)nc(N2CCN(C(=O)[C@H]([C@@H](C)CC)n3cc(CCCCN)nn3)CC2)n1,0.1,-0.7,-15.2,84.5,11.1,94.0,/,-1.7,7.8,2.9
CNCC/C=C1/c2ccccc2CSc2ccccc21,4.2,-20.2,8.7,16.1,4.6,16.1,/,-7.4,/,-4.9
O=C(O)CCCC(=O)Nc1cccc(-c2nc3ccccc3[nH]2)c1,2.7,-38.0,/,99.0,18.9,88.4,-0.5,-2.0,-3.5,9.0
CC(C)(C)NC(=O)c1ccc(COCC(F)(F)F)o1,2.1,-8.9,-10.1,100.8,7.4,100.1,-1.9,-0.8,-12.1,-1.9
CC(C)c1ccc(C2=NN(c3ccccc3)C(=O)CC2)cc1,1.4,-30.2,29.1,93.0,10.7,92.2,-0.1,-1.2,-8.6,-9.3
CCOCCCn1c(=NC(=O)c2ccc(OC)c(OC)c2)c(C#N)cc2c(=O)n3cccc(C)c3nc21,2.4,-5.9,-10.0,94.3,16.1,93.0,-0.8,-2.6,-13.7,-0.4
CC(C)CCC(C(=O)O)C(C)CC(=O)NC1CCCCC1 (configuration not stated),3.6,0.2,-11.9,80.9,7.8,91.0,0.3,-0.8,-17.2,2.5
COC(=O)c1cnn(-c2ccc(C)c(C)c2)c1-n1cccc1,5.8,-16.1,-22.7,57.3,5.2,58.7,/,-3.3,-23.5,-7.0
N#Cc1sc2nc(C3CC3)cc(-c3ccc(Cl)cc3)c2c1N,10.0,-35.2,-4.0,85.2,9.3,72.8,-11.4,-1.3,-1.0,0.4
Cc1cc(C)n(CCn2nc(C)cc2C)n1,1.6,-32.8,-11.9,92.7,17.5,95.1,0.6,-0.7,-9.3,14.8
COC(=O)c1ccc(CSc2nnc(Nc3ccc(OC)cc3)s2)o1,1.1,-28.5,14.3,85.9,1.6,83.5,-2.3,-2.9,-10.2,7.6

# Carrying on:
SMILES,NPY-Y2 antag,BB579 growth dn,E-sel TNF inh,bCat KO growth,Measles CPE,PTEN del growth,Phagocyt inh,MRP-1 activ,Yeast life ext,GALR2 blocker
O=C(CN(Cc1ccco1)C(=O)Cn1nnc(-c2cccs2)n1)NCc1ccccc1,-0.5,-35.4,-19.8,89.3,/,81.6,1.1,-1.3,-3.8,-4.1
O=C(NC1CCCCCC1)C1c2ccccc2C(=O)N1Cc1ccco1 (configuration not stated),7.2,-21.3,/,87.6,25.1,94.7,0.6,-0.9,-9.8,0.8
Cc1ccccc1OCC(=O)N/N=C/c1ccco1,2.1,-36.5,-5.0,100.0,44.5*,88.0,/,-2.3,-15.1,7.3
Cc1ccc(C)n1-c1ncn[nH]1,1.2,-37.0,/,95.0,5.0,103.3,-1.1,1.6,-11.3,-4.1
Cc1csc2nc(CNS(=O)(=O)c3ccc4c(c3)CCCC4)cn12,0.5,-38.6,/,92.9,3.5,107.4,-1.9,-0.6,-5.4,-2.8
Cc1ccc(C(=O)COC(=O)CNS(=O)(=O)c2ccccc2)cc1[N+](=O)[O-],-0.2,1.6,-36.7,91.9,10.4,84.9,1.5,-0.7,-9.8,0.2
COc1ccc(S(=O)(=O)NCCSCc2ccccc2C)cc1Br,5.5,-42.5,4.6,77.2,21.6,81.0,0.6,-4.2,-4.9,-5.6
Cc1cc(N)n2nc(-c3ccc(C(C)(C)C)cc3)cc2n1,0.1,-4.5,/,52.7,21.2,69.6,-1.1,-1.5,-7.7,4.0
CC(=O)c1c(C)c2c(n1CCN(C)C)CCCC2,3.0,13.2,4.7,68.3,13.5,66.3,0.0,0.0,-7.0,-14.1
CC(C)N1CC(C(=O)O)CC1=O (configuration not stated),0.9,3.9,3.6,96.4,22.2,102.1,-1.6,-3.6,-6.5,6.6
CCCc1nc2sc3c(SCC(=O)NCc4ccco4)ncnc3c2c2c1CCC2,11.5,-15.4,/,30.3,0.1,27.3,-0.7,-1.6,-5.9,0.2
